bIAP inh: bovine intestinal alkaline phosphatase inhibitors, primary screen, selectivity assay for TNAP inhibitor project, biochemical, bovine IAP, CDP-star luminescence. alkaline phosphatase, intestinal [Bos taurus]. purified bovine IAP, 30 min. inhibition, % at 20 µM. 190,000 tested, under 10 active. AID 1019, 2008;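 active = over 50% inhibition of intestinal alkaline phosphatase at 20 µM in the single-dose screen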
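test system = bovine IAP enzyme | medium = DEA buffer 100 mM, pH 9.8, with MgCl2 1.0 mM, ZnCl2 0.02 mM | detection = luminescence | dosing = single compound dose of 20 µM, 2% DMSO final | incubation = 30 min reaction at room temperature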
Lmaj promast: Leishmania major promastigote growth inhibition, primary screen; Leishmania major promastigotes, resazurin fluorescence viability; inhibition, % at 10 µM; 9% of 200,000 active; AID 1063, 2008; in the data active = inhibition above about 50%;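 note: promastigotes grown with compound for 44 hours at 28 °C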
PPARg SRC-3 ag: PPARgamma agonists recruiting SRC-3 coactivator, primary screen, biochemical; Peroxisome proliferator-activated receptor gamma (Homo sapiens), P37231; biochemical PPARgamma/SRC-3 coactivator recruitment assay; activation, % at 8 µM; 0.26% of 200,000 active; AID 731, 2007; in the data active = activation above about 23%;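 note: 0% = DMSO and 100% = reference agonist; some compounds past the cut are filed as inactive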
Target sequence (P37231 whole entry, looked up): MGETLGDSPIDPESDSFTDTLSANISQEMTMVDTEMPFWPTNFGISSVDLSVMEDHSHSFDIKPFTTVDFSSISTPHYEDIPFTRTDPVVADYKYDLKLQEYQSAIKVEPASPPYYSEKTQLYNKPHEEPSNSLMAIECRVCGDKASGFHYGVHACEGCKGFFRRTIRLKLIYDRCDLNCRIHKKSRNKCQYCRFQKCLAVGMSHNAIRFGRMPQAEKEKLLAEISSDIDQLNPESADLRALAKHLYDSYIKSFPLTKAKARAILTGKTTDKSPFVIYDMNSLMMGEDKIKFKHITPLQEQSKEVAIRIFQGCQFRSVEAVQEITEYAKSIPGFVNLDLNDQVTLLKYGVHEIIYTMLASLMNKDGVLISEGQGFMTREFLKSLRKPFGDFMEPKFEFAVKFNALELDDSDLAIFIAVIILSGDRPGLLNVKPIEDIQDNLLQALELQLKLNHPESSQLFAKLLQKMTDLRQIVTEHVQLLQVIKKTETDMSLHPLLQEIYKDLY
S1P3 antagonist: S1P3 receptor antagonists, primary screen, cell-based. inhibition, % at 4.98 µM. CHO S1P3 NFAT-BLA reporter, FRET fluorescence, antagonist mode. Sphingosine 1-phosphate receptor 3 (Homo sapiens), Q99500. 0.27% of 170,000 active;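 active = inhibition above the plate cutoff, the mean inhibition of test wells on that plate plus 3 SD, cut at about 28% in these data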;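 note: cells challenged with S1P at its EC80 of 0.8 µM; blue over green emission ratio from cleaved BLA substrate after 4 h stimulation; 0% = S1P-stimulated wells and 100% = unstimulated DMSO-only wells; some compounds past the cut are filed as inactive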
Target sequence (Q99500 whole entry, looked up): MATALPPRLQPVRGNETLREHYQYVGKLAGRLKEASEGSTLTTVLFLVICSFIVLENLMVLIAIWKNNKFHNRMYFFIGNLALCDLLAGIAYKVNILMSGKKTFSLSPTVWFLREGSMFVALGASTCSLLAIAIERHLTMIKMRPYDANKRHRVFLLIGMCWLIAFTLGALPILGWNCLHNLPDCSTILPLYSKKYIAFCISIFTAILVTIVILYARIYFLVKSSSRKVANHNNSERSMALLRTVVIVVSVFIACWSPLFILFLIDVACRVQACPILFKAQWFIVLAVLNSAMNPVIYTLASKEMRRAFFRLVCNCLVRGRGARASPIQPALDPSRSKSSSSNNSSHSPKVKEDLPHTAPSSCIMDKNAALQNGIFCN
bIAP act: bovine intestinal alkaline phosphatase activators, primary screen, biochemical, bovine IAP, CDP-star luminescence. purified bovine IAP, 30 min; hits give high values; fold of DMSO-control signal, blank-subtracted. 0.17% of 200,000 active. AID 1016, 2008. activation factor at 20 µM. alkaline phosphatase, intestinal [Bos taurus];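 active = activation factor of 2 or more at 20 µM, a signal rise over negative controls twice the positive control's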
ROMK primary: ROMK potassium channel modulators, primary screen, cell-based, thallium flux, MLSMR library | ATP-sensitive inward rectifier potassium channel 1 (Homo sapiens), P48048 | Tet-inducible ROMK, thallium flux fluorescence; actives lie on both sides | B-score at 10 µM | 2% of 130,000 active | AID 1918, 2009;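 active = signal ratio slope over the read window, or its plate-corrected B-score, at least 3 SD from the plate mean, either direction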;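 note: B-score of the F/F0 ratio slope over 7 to 12 s after thallium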
PPARg SRC-2 ag: agonists of PPARg-SRC-2 recruitment, primary screen, biochemical, HTS. Peroxisome proliferator-activated receptor gamma (Homo sapiens), P37231. PPARgamma LBD-SRC-2 recruitment. activation, % at 8 µM. 0.34% of 200,000 active; in the data active = activation above about 22%;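 note: 0% = vehicle and 100% = reference agonist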
DTT redox prof: compounds producing H2O2 with reducing agent – biochemical, NIH compound library profiling, artefact control for MLSCN library redox annotation, primary screen; activation, % at 10 µM; 0.03% of 200,000 active; AID 878, 2007; DTT-dependent redox cycling H2O2, phenol red/HRP absorbance; 100% = 100 µM peroxide control, 0% = buffer;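 active = activation of at least 50% relative to the plate's high and low controls in the primary single-dose screen; inactive = activation below 50%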;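 note: compound incubated with DTT at 0.8 mM final as the reducing agent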
PPARg SRC-1 ag: PPARgamma agonists recruiting SRC-1 coactivator, primary screen, biochemical. 0.41% of 200,000 active. activation, % at 8 µM. PPARgamma-SRC-1 coactivator recruitment biochemical assay. Peroxisome proliferator-activated receptor gamma (Homo sapiens), P37231; in the data active = activation above about 19%;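 note: 0% = DMSO and 100% = reference agonist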
TLR4 MyD88 comp: inhibitors of TLR4-MyD88 association in cells, primary screen, cell-based, HeLa CL3-4, BLA complementation, FRET ratio. Toll-like receptor 4 (Homo sapiens) + Myeloid differentiation primary response protein …. HeLa CL3-4 TLR4/MyD88 BLA complementation. inhibition, % at 8.4 µM. 0.18% of 200,000 active; in the data active = inhibition above about 25%;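 note: 0% = vehicle and 100% = reference inhibitor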
SRC2 TRFRET art: TR-FRET signal artefacts, primary screen, artefact control for PPARgamma SRC-2 agonist project, biochemical; TR-FRET artefact counter-screen; hits give high values; TR-FRET ratio at 8 µM; 0.4% of 200,000 active; in the data active = TR-FRET ratio above about 2000; note: inactives centre near 1500
The depositor's hits bear a star; . = no result given. Random draw from the library, and some 11% of all compounds hit somewhere here.

SMILES	bIAP inh	Lmaj promast	PPARg SRC-3 ag	S1P3 antagonist	bIAP act	ROMK primary	PPARg SRC-2 ag	DTT redox prof	PPARg SRC-1 ag	TLR4 MyD88 comp	SRC2 TRFRET art
CC1(C(=O)OCC(=O)Nc2cccc(S(=O)(=O)NC3=NCCCCC3)c2)CC1(Cl)Cl (stereo not drawn)	2	0	0	-7	1	-0.37	9	-0.3	0	1	1621
O=C(NCC1CCCO1)c1ccc2nc(N3CCCCC3)sc2c1 (stereo not drawn)	2	1	2	-5	1	.	3	-1.1	3	9	1593
Cc1c(N)cc(C(=O)N2CCOCC2)cc1[N+](=O)[O-]	-1	-4	-2	-3	1	-0.79	10	-0.6	0	-5	1650
CCOc1cc(/C=C2\C(=O)N(Cc3ccco3)C(C)=C2C(=O)OC)ccc1O	45	38	3	-22	0.6	-0.36	-4	0.5	7	-3	1363
CCCOc1ccc(N2CC(C(=O)Nc3ccccc3F)CC2=O)cc1 (stereo not drawn)	4	-2	-4	-11	1	-1.1	2	1.3	-6	-3	1480
Cc1cccc(Nc2nc(-c3cccs3)cs2)n1	7	57*	11	.	0.9	.	3	-0.1	3	0	1726
Cc1cccc2cc(CN(Cc3cccnc3)C(=O)c3cccs3)c3nnnn3c12	3	-3	-4	-10	1	0.43	-2	-0.3	0	1	1398
O=C(CN1C(=O)C2CCCCC2C1=O)Nc1nc(-c2ccccn2)cs1 (stereo not drawn)	-48	20	-6	.	1.5	-1.2	7	0.2	2	-7	1625
COc1cc2c(cc1OC)CN(c1nc(CN3CCCC3)nc3sc(C)c(C)c13)CC2	-15	50	2	-18	1.1	-2.1	13	-1.5	10	2	1635
Cc1ccc(C)c(S(=O)(=O)N2CCCOC2CNC(=O)C(=O)NCc2ccco2)c1 (stereo not drawn)	6	-4	-1	6	0.9	-0.14	3	-0.7	9	-1	1470
Cc1nn(CC(=O)Nc2ccc(C(=O)N(C)C)cc2)c(=O)c2ccccc12	7	-2	-3	-36	0.9	.	-4	0.5	-1	-17	1448
COc1ccc2c(=O)c(-c3ccccc3)c(C)oc2c1	14	-3	1	.	0.9	.	1	1.0	0	11	1540
COc1ccc(-n2nnnc2SCC(=O)c2ccc(O)c(O)c2)cc1	1	9	12	12	1	.	4	-3.3	4	4	1707
CCc1nnc2c3cnn(-c4ccccc4)c3ncn12	38	6	6	-5	0.6	.	-8	3.1	-4	7	1346
O=C(CSc1nnc(CNC(=O)C23CC4CC(CC(C4)C2)C3)n1-c1ccc(F)cc1)Nc1ccc(F)cc1	26	14	3	-4	0.7	.	3	0.3	4	2	1461
CCCCOC(=O)Nc1sc2nc(C)cc(C)c2c1-n1cccc1	9	-2	-5	.	0.9	.	1	-11	0	-6	1566
CCOC(=O)N1CCN(C(=O)c2cn(C)c(=O)c3c2c2ccccc2n3C)CC1	5	2	-5	-8	0.9	-0.086	7	0.1	0	5	1445
COc1cc(=O)n(C)c2c(OCC3OC(C)(C)OC3(C)C)cccc12 (stereo not drawn)	-14	-2	-2	-3	1.1	-0.23	-1	-0.9	3	6	1508
Cc1ccc2sc(-c3ccc(NC(=O)/C=C\C(=O)O)cc3)nc2c1	0	0	-1	-5	1	0.95	0	-0.4	2	-12	1624
CC(C)CNC(=O)C(=O)NNC(=O)c1ccco1	-18	-7	2	-17	1.2	.	-1	-0.8	-3	5	1554
O=C(COc1ccc(Cl)cc1Cl)NN=C1c2ccccc2-c2ccccc21	16	20	5	7	0.8	.	2	0.1	2	-4	1811
O=C(Nc1ccc(-c2nc3cc(Cl)ccc3c(=O)o2)cc1)c1ccco1	-36	2	2	0	1.4	-0.94	-3	0.5	2	10	1534
O=C(Cc1ccccc1)Nc1scc(-c2ccccc2)c1C(=O)N1CCOCC1	3	2	8	.	1	-0.88	3	0.1	4	10	1727
CN1CC(=O)N(CC(=O)Nc2ccc(Cl)c(C(F)(F)F)c2)C1=O	10	-8	4	8	0.9	.	-4	1.8	-1	0	1370
Cc1cc(NC(=O)c2ccccc2)nc2c1c(=O)oc1ccccc12	4	2	-6	-4	1	-0.36	-1	-0.5	-4	1	1253

(further entries)
SMILES	bIAP inh	Lmaj promast	PPARg SRC-3 ag	S1P3 antagonist	bIAP act	ROMK primary	PPARg SRC-2 ag	DTT redox prof	PPARg SRC-1 ag	TLR4 MyD88 comp	SRC2 TRFRET art
COc1ccc(C(=O)N2CCN(c3c(C)cccc3C)CC2)cc1OC	-13	16	1	-17	1.1	.	-5	-1.4	2	-11	1669
Cc1cc(C)c2c(=O)[nH]c(=O)n(Cc3ccccc3)c2n1	8	2	-1	-9	0.9	.	1	0.0	5	-22	1475
Cc1ccc(C(C(=O)NCc2ccc(F)cc2)N(C(=O)c2csnn2)C2CC2)o1 (stereo not drawn)	9	1	4	-17	0.9	-0.77	6	2.3	-4	5	1442
O=C(O)CSCC(=O)NCc1ccc(Cl)cc1	-8	-4	3	-18	1.1	0.46	-2	-1.4	4	-6	1464
Cc1nonc1C1CCCN1C(=O)c1cc(COc2ccc(F)cc2F)on1 (stereo not drawn)	5	19	-1	-6	1	0.24	-3	-1.1	-5	2	1539
CCOc1ccc(C(O)Cc2nc3ccccc3n2C)cc1 (stereo not drawn)	24	-1	14	.	0.8	-0.034	0	0.4	0	9	1702
Cc1nn(-c2ccccc2)c(C)c1NC(=O)Cc1cccs1	-2	-3	2	-17	1	1.8	1	-0.2	3	2	1504
CC(=O)Nc1ccc(S(=O)(=O)N2CCN(c3cc(C)ccc3C)CC2)cc1	5	-5	3	1	1	.	0	-2.3	10	-8	1606
CC(=O)N1CC2(C)CN(C(C)=O)CC(C)(C1)C2	3	8	1	-8	1	-0.14	-2	0.3	-6	-5	1395
O=C(Nc1ccc(N2CCOCC2)c(Cl)c1)c1ccco1	11	7	10	13	0.9	-0.21	-6	-0.3	-7	-5	1370
O=C(CCn1c(=O)c2ccccc2n(Cc2cc(=O)n3ccccc3n2)c1=O)NCc1ccco1	8	-4	-3	-33	0.9	-0.11	-4	1.4	1	-7	1597
CCc1c(C)nc2cc(-c3ccc(OC)c(OC)c3)nn2c1N1CCCC1	-7	49	-7	.	1.1	-1.9	-10	-0.3	5	4	1429
CC(C)NCC(O)COC1CCC(C(C)(C)C)CC1 (stereo not drawn)	-4	90*	0	-16	1	1	-1	-0.5	0	0	1480
O=C(NCc1ccc2c(c1)OCO2)c1c(O)c2cccc3c2n(c1=O)CCC3	9	-4	-1	6	0.9	.	4	-0.5	2	-12	1600
CCCCCCCCCCOC(=O)NC1CCS(=O)(=O)C1 (stereo not drawn)	-16	5	-1	-2	1.2	-0.93	-7	-0.4	-4	-2	1400
CCOc1ccc(NC(=O)CC2C(=O)N(CC)C(=S)N2CCN2CCOCC2)cc1 (stereo not drawn)	-26	-4	-4	14	1.3	0.14	3	-0.3	-1	9	1524
CC(=O)Nc1ccc(S(=O)(=O)n2cnc3cc(C)c(C)cc32)cc1	-3	67*	4	4	1	-0.65	-3	1.3	0	3	1657
COc1ccc(C(=O)Nc2ccc3oc(Cc4ccc(Cl)cc4)nc3c2)cc1OC	-2	-5	9	.	1	.	0	-1.8	-2	-9	1555
CCCCn1nnc(NC(=O)C(c2ccccc2)c2ccccc2)n1	-20	17	1	7	1.2	-0.61	4	-0.6	-4	-12	1416
N#Cc1nc(COc2ccc(-c3ccccc3)cc2)oc1NCCCN1CCOCC1	-4	64*	1	10	1	-2.1	-4	0.1	-2	-7	1627
COc1ccc(C2C(C#N)=C(N)OC3=C2C(=O)CC(C)(C)C3)c([N+](=O)[O-])c1OC (stereo not drawn)	-6	7	2	.	1.1	.	5	-5.7	4	10	1432
O=c1cc(CSc2nnnn2-c2ccccc2)nc2sccn12	-28	-2	1	-11	1.3	0.072	-2	0.3	2	7	1554
CCCN(Cc1ccccc1)C(=S)Nc1ccc(OCC)cc1	-6	0	-3	-2	1.1	-0.14	3	-0.8	0	-3	1516
c1ccc(-n2ncc3c(NCCCN4CCOCC4)ncnc32)cc1	1	-4	1	8	1	0.037	3	0.7	-4	-6	1455
O=C(COC(=O)Cc1ccc(F)cc1)Nc1cc(S(=O)(=O)N2CCOCC2)ccc1N1CCCC1	1	-5	5	-1	1	.	-4	0.3	3	-6	1650

Next section
SMILES	bIAP inh	Lmaj promast	PPARg SRC-3 ag	S1P3 antagonist	bIAP act	ROMK primary	PPARg SRC-2 ag	DTT redox prof	PPARg SRC-1 ag	TLR4 MyD88 comp	SRC2 TRFRET art
O=C(c1ccc(-c2ccc(Cl)cc2)o1)N1CCN(c2ccc([N+](=O)[O-])cc2Cl)CC1	23	31	5	.	0.8	.	5	-0.1	0	8	1476
Cc1nnsc1C(=O)Nc1ccccc1Cl	0	5	-3	-28	1	0.054	-6	1.8	2	-3	1440
c1ccc(-c2csc(-n3cnnn3)n2)cc1	3	-3	15	-20	1	.	7	-0.1	6	3	1454
O=C(c1ccccc1)N1CCCC(c2ccc(Cl)cc2)=N1	3	9	-3	.	1	.	-3	1.1	6	-1	1580
CC(C)Cn1c(N)c(C(=O)CCl)c(=O)n(C)c1=O	10	25	5	-4	0.9	0.53	4	0.5	1	3	1494
CSc1nnc(C)c(=O)n1COC(=O)COc1ccc(F)cc1	-23	-5	2	-13	1.2	0.74	0	-0.6	7	-1	1648
O=C(O)Cc1cc(C(=O)Nc2ccc(Br)cc2)sc1-c1ccccc1	-16	-7	16	-9	1.2	0.64	22*	-0.1	33*	13	2211*
CCOC(=O)C1=C(CN2CCSCC2)NC(=O)NC1c1ccc2c(c1)OCO2 (stereo not drawn)	5	0	6	-11	0.9	-0.57	4	1.3	-2	8	1587
O=C(O)COc1ccc2oc3ccccc3c2c1	2	-4	5	-27	1	-0.49	7	-0.1	7	2	1526
Cc1ccc(N(C(=O)c2ccc(CN3CCOCC3)o2)C(C(=O)NCCC(C)C)c2cccs2)c(C)c1 (stereo not drawn)	4	91*	-4	4	1	-0.64	-10	0.5	0	5	1462
CCOc1ccccc1Nc1ccc(C(=O)O)cc1NC(C)=O	-2	-3	-2	-6	1	-0.46	3	0.9	-4	0	1425
Cc1ccc(OCCN2CCN(C)CC2)c([N+](=O)[O-])c1	8	95*	1	2	0.9	-0.54	2	-0.1	1	9	1593

Compound activity as filed in PubChem.
